Assay outcomes: PubChem, National Center for Advancing Translational Sciences (NCATS)
Vif-APOBEC3F blk = inhibitors of Vif-A3F interaction | 390,000 tested, 0.2% active | HeLa A3F-eYFP + Vif (tagged APOBEC3F with the HIV-1 protein that degrades it), YFP fluorescence increase | AID 602313 | Potency, µM (highest dose often 46.1 µM), inactives show top-dose activity, negative = active; note: potency is the fitted concentration of half-maximal effect; % of control where 0% means no effect; nearly all actives have a fitted effect of over 65% in size
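Fluorescence increase (Ex 488/Em 500-530) after overnight compound treatment at 37 deg C flags inhibition of Vif-driven A3F-eYFP loss in stable HeLa A3F-eYFP/Vif cells seeded overnight beforehand.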
Glioma ERSR ind = inducers of ER stress response in human glioma cells; 420,000 tested, 0.02% active; Potency, µM, for the others: at the highest dose activation, most hits filed as activators; U87-MG GRP78 promoter luciferase reporter, 16 h; note: potency is the fitted concentration of half-maximal effect; series mostly up to about 76 µM; % of control where 0% means no effect; nearly all actives have a fitted effect of over 35% in size
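Stably transfected U87-MG human glioma cells carrying a GRP78-based luminescent sensor were seeded at 1000 cells/well, pin-dosed with compounds and incubated 16 h. Luciferase reagent was then added, and end-point luminescence was read after 10 min at room temperature.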
ERG Ets-DNA blk = blocks human ERG Ets domain binding to DNA | P11308 | fluorescence polarization, His-ERG Ets domain / labelled DNA | Potency, µM (doses to about 76.9 µM), without a hit: at the highest dose FP activity, negative = inhibition, actives largely listed as inhibitors | 370,000 tested, 0.028% active | AID 624246; active = well fitted inhibition curve with a large enough effect in the polarisation, with a control signal flat; inconclusive = small, poorly fitted or top-dose-only effect, or effect the other way, or a change in a side signal; inactive = no such curve, though single readings can be large or run the other way; the % refers to the polarisation;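 note: polarization taken with two DNA probes labelled with fluorescein and Texas red; potency is the fitted concentration of half-maximal effect; % of control where 0% means no effect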
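His-tagged ERG Ets domain (1 uM in the protein solution; 300mM KCl, 50mM Tris-HCl, 1mM EDTA, 1mM DTT, pH 7.5) received compound, then a probe mix of 5 nM fluorescein-DNA and 100nM Texas-615-DNA. Fluorescence polarization was read for both dyes.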
Vif-A3G inh = blocks the Vif interaction with human APOBEC3G; Potency, µM (highest dose often 46.1 µM), without a hit: at the highest dose activity, negative = active, most hits filed as inhibitors; HeLa A3G-eYFP + Vif (tagged APOBEC3G with the HIV-1 protein that degrades it), YFP fluorescence, overnight; Q9HC16; 410,000 tested, 0.076% active;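 note: potency is the fitted concentration of half-maximal effect; % is set by controls: 0 for no effect and ±100 for the full control effect; nearly all actives have a fitted effect of over 60% in size; hits raise eYFP signal because A3G escapes Vif-driven loss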
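Read-out is eYFP fluorescence (Ex 488/Em 500-530) from Vif-expressing HeLa A3G-eYFP cells; more signal means A3G escaped Vif-mediated degradation. Cells plated overnight, compound pinned in, incubated overnight at 37 deg C.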
RGS4 inh = inhibitors of human regulator of G protein signaling 4; P49798; Transcreener GDP fluorescence polarization, RGS4-accelerated GTP hydrolysis; Potency, µM (series often up to 114 µM), inactives show at the highest dose activity change, negative = inhibition, usual class: inhibitors; 390,000 tested, 0.039% active; AID 504845; note: potency is the fitted concentration of half-maximal effect; % is set by controls: 0 for no effect and ±100 for the full control effect; nearly all actives have a fitted effect of over 75% in size; some results filed as inactive show a strong effect at the top dose
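MLSMR compounds (23 nl, pin-transferred) preincubated 10 min at room temperature with a 500nM (2x) first reagent, then RGS4 at 900nM (2x) plus Transcreener GDP mix added; fluorescence polarization (620/688 nm) read before and after 90 min at 30 °C.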
LDHA block = inhibitors of human lactate dehydrogenase A; P00338; purified LDHA, NADH/diaphorase-resazurin fluorescence; hits give low values; activity change, % (values are at about 110 or 230 µM); 480,000 tested, 0.15% active; in the data active = activity change below about -30%; inconclusive = mostly about -25% to -30%;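 note: plate controls were DMSO wells for no effect and wells without enzyme for full effect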
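Remaining NADH was detected by diaphorase (0.133 mg/mL) converting 37 µM resazurin to fluorescent resorufin, read at 0 and 20 minutes. The preceding 5-minute room-temperature reaction used 2 nM LDHA, 0.2 mM sodium pyruvate and 0.06 mM NADH at pH 7.4.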
D2 agonist = agonists of human D2 dopamine receptor. 340,000 tested, 0.53% active. HEK293 T-REx D2 cells, calcium flux agonist mode. activation, % at 2 µM;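 active = activation over 3 SD above normal in the single-dose calcium agonist read, cut at about 30% in these data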; note: 0% is about no effect
Target sequence (P14416 whole entry, looked up): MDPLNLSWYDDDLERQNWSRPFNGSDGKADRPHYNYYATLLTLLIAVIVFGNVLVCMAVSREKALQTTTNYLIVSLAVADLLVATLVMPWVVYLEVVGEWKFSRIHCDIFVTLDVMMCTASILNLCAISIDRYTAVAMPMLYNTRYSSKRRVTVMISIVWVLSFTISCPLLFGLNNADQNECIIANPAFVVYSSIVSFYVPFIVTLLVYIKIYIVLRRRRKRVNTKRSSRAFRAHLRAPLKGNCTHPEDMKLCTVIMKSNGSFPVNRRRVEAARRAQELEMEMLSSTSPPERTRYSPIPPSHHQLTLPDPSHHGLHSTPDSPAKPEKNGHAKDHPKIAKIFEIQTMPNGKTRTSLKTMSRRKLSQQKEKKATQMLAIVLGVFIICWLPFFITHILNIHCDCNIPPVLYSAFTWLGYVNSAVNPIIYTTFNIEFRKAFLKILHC
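Tetracycline-induced HEK293 T-REx cells with force-coupled D2 receptor, plated overnight at 30 C, loaded with no-wash calcium dye. After a 10 s baseline, compound was pin-added and calcium flux read kinetically for 180 s; calcium rises flagged agonists.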
12-LOX inh = ALOX12 (human) lipoxygenase inhibition; P18054; purified 12hLO, xylenol orange hydroperoxide absorbance; Potency, µM (top dose mostly 108 µM), inactives show at the top dose activity change, negative = inhibition, most hits filed as inhibitors; 580,000 tested, 1.1% active; AID 1671190; note: potency is the fitted concentration of half-maximal effect; % is set by controls: 0 for no effect and ±100 for the full control effect
Target sequence (P18054 whole entry, looked up): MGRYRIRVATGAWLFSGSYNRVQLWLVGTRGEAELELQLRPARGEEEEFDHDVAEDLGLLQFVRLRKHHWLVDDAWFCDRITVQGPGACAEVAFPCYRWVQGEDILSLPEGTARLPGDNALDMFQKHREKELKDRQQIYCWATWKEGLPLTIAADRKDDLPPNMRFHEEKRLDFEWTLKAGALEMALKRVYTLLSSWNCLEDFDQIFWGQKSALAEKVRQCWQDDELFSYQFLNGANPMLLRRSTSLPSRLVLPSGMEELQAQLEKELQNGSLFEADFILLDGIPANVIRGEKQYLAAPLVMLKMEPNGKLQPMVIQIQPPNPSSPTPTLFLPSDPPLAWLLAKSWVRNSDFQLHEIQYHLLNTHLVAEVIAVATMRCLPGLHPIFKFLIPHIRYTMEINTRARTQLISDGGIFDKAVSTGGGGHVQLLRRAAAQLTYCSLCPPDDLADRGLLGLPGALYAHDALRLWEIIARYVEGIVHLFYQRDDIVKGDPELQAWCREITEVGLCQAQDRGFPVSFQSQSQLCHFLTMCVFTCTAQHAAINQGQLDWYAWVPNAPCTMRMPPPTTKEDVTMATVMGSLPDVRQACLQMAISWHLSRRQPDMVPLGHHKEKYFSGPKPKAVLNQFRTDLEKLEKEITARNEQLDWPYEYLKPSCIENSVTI
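Purified human 12hLO at 150 nM in 25 mM Hepes, 0.01% Triton X-100, pH 7.0, preincubated 15 min at room temperature with compound. Reaction started with 40 uM arachidonic acid, 30 min at room temperature. Hydroperoxide measured by Fe-xylenol orange, 573/405 nm absorbance ratio.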
D2 antagonist = antagonists of human D2 dopamine receptor. P14416. HEK293 TREx D2 cells, calcium flux, dopamine EC80. inhibition, % at 10 µM. 340,000 tested, 2% active. AID 485344; in the data active = inhibition above about 30%; note: 0% is about no effect
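HEK293 T-REx D2 cells, tet-induced, calcium dye no-wash. Cpd pintool add, 180 s kinetic, then EC80 DA, 180 s kinetic. Ca flux read.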
Numbers without * were called inactive; u = inconclusive; x = no result given; & = joins results of further samples; [ ] = dose if it differs, or a comment. Unless noted, calls come from the whole dose curve; as a rule, active = well fitted curve in the direction sought with a large enough effect; inconclusive = small, poorly fitted or top-dose-only effect, or another doubt; inactive = no such curve, though single readings can be large; an effect the other way counts as inactive or inconclusive.

SMILES	Vif-APOBEC3F blk	Glioma ERSR ind	ERG Ets-DNA blk	Vif-A3G inh	RGS4 inh	LDHA block	D2 agonist	12-LOX inh	D2 antagonist
Cc1ccc(S(=O)(=O)NCCN=C(CN2CCCC2)NS(=O)(=O)c2ccc(C)cc2)cc1	-16%	0%	-12%	1%	10%	-7	0.0	0%	-12
O=C(NC(=S)Nc1nc(-c2ccc(Br)cc2)cs1)c1ccco1	-21%	-3%	-14%	0%	-16%	-4	1.3	-2%	-6
O=C(NCc1cccnc1)C(=O)Nc1nc(-c2ccccc2)cs1	11%	7%	6%	-1%	-15%	-6	-0.1	165%[activator]	-18
CCOc1ccccc1OCCOc1ccccc1OC(C)C	0%	0%	-1%	1%	15%	-1	0.0	133%[activator]	-3
NC(=O)CSc1nnc(-c2cccnc2)n1Cc1ccccc1	-16%	-3%	x	1%	6%	-8	0.8	-2%	-20
CC(C)CN1C=C2C(=O)C(C)(OC(=O)C3CCCC3)C(=O)C=C2C=C1c1ccsc1 (configuration not stated)	0%	-2%	-6%	1%	-14%	12	-0.4	-19%	8
COCCCn1c(=N)c(C(=O)NCc2ccco2)cc2c(=O)n3cccc(C)c3nc21	-5%	-2%	2%	4%	-6%	-10	0.2	u	x
COc1ccc(N2CCN(c3nccs3)CC2)cc1	-5%	3%	-2%	0%	1%	1	12	-12%	-15
Cc1ccc(NC(=O)CN2C(=O)CSc3ccc(S(=O)(=O)N4CCCC4)cc32)c(C)c1	-5%	-3%	7%	3%	18%	-19	-0.6	0%	x
COc1ccc(/C=C(\C#N)C(=O)NC(C)c2ccccc2)cc1O (configuration not stated)	1%	2%	-5%	-6%	-8%	-4	1.2	-3%	-3
Cc1ccnc(SC2CC(=O)N(c3ccc(Cl)cc3)C2=O)n1 (configuration not stated)	9%	1%	3%	1%	-3%	-10	-0.6	12%	-3
CC(=O)c1ccccc1OCc1ccc(S(=O)(=O)Cc2ccccc2)cc1	-9%	-2%	-7%	3%	-7%	-4	-1.1	8%	-9
NC(=O)Cn1cc(C(=O)c2cccs2)c2ccccc21	1%	-1%	2%	-4%	1%	-5	0.2	0%	5
O=C(CCCN1C(=O)c2cccc3cccc(c23)C1=O)OCC(=O)N1CCCCC1	1%	-5%	x	1%	x	-1	x	2%	x
COc1cc(O)c(C(CC(=O)N2CCCC2)c2ccc3c(c2)OCO3)c(OC)c1 (configuration not stated)	2%	-1%&-2%	-5%	-5%&3%	7%&28%	0	-1.3	0%	21
Clc1cccc(Cl)c1-c1nnc2ccc(N3CCOCC3)nn12	-10%	-2%	-1%	-4%	7%	0	-0.9	10%	-46
Cc1ccc(NC(=O)C2CCCN(S(=O)(=O)c3cnc[nH]3)C2)c(Br)c1 (configuration not stated)	-17%	0%	8%	-1%	-46%	-1	-0.3	34%[activator]	-2
CCOC(=O)CCc1c(C)nc(-n2[nH]c(C)c(CCO)c2=O)[nH]c1=O	10%	-1%	-16%	2%	10%	3	0.1	24%	8
CC1CCN(C(=O)C2Cc3ccccc3CN2S(=O)(=O)c2ccc(F)cc2)CC1 (configuration not stated)	-4%	1%	-8%	6%	11%	1	-1.1	285%[activator]	-6
c1ccc(-c2cnc(-c3ccccn3)nn2)cc1	7%	-7%	0%	-16%	12%	0	x	-1%	x
CCOC(=O)c1csc(NC(=O)CSc2nnc(C3CC3)n2C)n1	1%	-3%	-5%	0%	-50%[56.9 µM]	-5	1.1	-8%	5
O=C(c1cc(C2CC2)nn1-c1ccccc1)N1CCN(S(=O)(=O)c2ccccc2)CC1	-7%	-5%	4%	0%	-21%	2	-0.2	-25%	-12
CC(C)(C)N(Cc1ccccc1)C(=O)COC(=O)CSc1ccc([N+](=O)[O-])cc1	-20%	-4%	7%	-4%	u	6	0.7	-16%	16
COc1ccc(C(=O)CN2C(=O)C(C)(C)Oc3ccc(C(=O)N4CCCCCC4)cc32)cc1	-8%	-4%	3%	3%	-22%	0	-0.5	0%	0
COC(=O)c1cn(NC(=O)/C=C/c2ccc(OC)c(OC)c2)c(=O)c2ccccc12	-1%	-3%	-10%	0%	-1%	1	-0.4	4%	-6
(cont.)
SMILES	Vif-APOBEC3F blk	Glioma ERSR ind	ERG Ets-DNA blk	Vif-A3G inh	RGS4 inh	LDHA block	D2 agonist	12-LOX inh	D2 antagonist
CSc1nc2ccc(S(=O)(=O)N3CCCC3)cc2s1	5%	-1%	1%	1%	10%	-1	-0.1	14%	6
Cc1n[nH]c(=S)n1/N=C/c1ccccc1OCc1ccc(Cl)cc1Cl	-7%	-10%	-10%	-1%	-32%	-5	-1.4	5%	12
Cc1ccc(OCC(=O)N(Cc2cccc(F)c2)C2CCS(=O)(=O)C2)cc1 (configuration not stated)	-7%	-6%	-1%	-3%	-1%	0	0.0	-2%	10
COC(=O)c1c(NC(=O)CSc2nnnn2-c2ccccc2)sc2c1CCCC2	1%	-8%	-3%	-2%	10%	0	-1.5	-18%	2
COc1cc(CC(=O)Nc2sccc2C(N)=O)cc(OC)c1OC	u	-5%	0%	-5%	-6%	6	-0.4	0%	-13
O=S(=O)(CCN1CCOCC1)c1ccccc1	1%	-5%	2%	2%	12%	-11	0.0	0%	9
CCc1ccc2[nH]c(=O)c(CN(CCCN3CCOCC3)C(=O)Nc3ccc(F)cc3)cc2c1	-4%	-5%	3%	-3%	-4%	-6	-0.8	0%	-7
CCCC(=O)NC(Nc1c(C)n(C)n(-c2ccccc2)c1=O)C(Cl)(Cl)Cl (configuration not stated)	-1%	-4%	2%	-1%	-27%	-3	0.3	-3%	11
CCc1nn(CC(=O)NCc2cccc(OC)c2)c(=O)c2cc3cc(F)ccc3n12	-6%	-2%	8%	-9%	-4%	-10	-0.4	u	x
N#CCCN/N=C(/Cc1nc2ccccc2[nH]1)c1cccc(Cl)c1	1%	-1%	1%	-14%	-6%	4	2.1	0%	2
O=[N+]([O-])c1ccc2[nH]cc(S(=O)(=O)N3CCN(c4cccc(Cl)c4)CC3)c2c1	-8%	-5%	5%	3%	-7%	-6	0.5	-4%	1
Cc1ccc(CSCc2nc3ccccc3[nH]2)cc1	1%	2%	3%	2%	16%	-2	x	4%	x
CCOC(=O)c1ccc2c(c1)n(CCO)c(C)[n+]2CC	-1%	-2%	-1%	1%	-18%	-21	1.2	u	-6
CCN(Cc1cnn(C)c1)C(=O)c1cc(COc2cc(C)c(Cl)c(C)c2)on1	0%	6%	-20%	4%	-1%[11.4 µM]	-2	-0.4	0%	-8
COc1cccc(CN(C)C(=O)CN2C(=O)NC(c3ccccc3)(c3ccccc3)C2=O)c1	-3%	-3%	15%	1%	9%	2	0.3	19%	-8
CC(C)Cc1nnc(NC(=O)CCC(=O)N2CCN(c3ccccc3)CC2)s1	-18%	3%	-2%	0%	14%[56.9 µM]	-5	3.2	10%	-9
Cc1nc2sc3c(c2c(=N)n1N)CCCC3	8%	-2%	-17%	1%	1%	0	0.7	2%	-7
Cc1ccc(/C=C/C(=O)N2CCN(Cc3ccccc3)CC2)o1	-4%	1%	-4%	-4%	-28%	-1	-1.0	-20%	3
COc1ccc(CN2C3CCC2CC(NC(=O)c2cc(OC)c(OC)c(OC)c2)C3)cc1 (configuration not stated)	-2%	-2%	-1%	-9%	12%	-1	x	-19%	x
Cc1nn(-c2ccc(F)cc2)c(Cl)c1C(=O)N(C)CC(=O)Nc1cccc(F)c1	0%	-4%	-5%	0%	18%	-11	-0.7	0%	14
CCC(C)(C)C1CCC2(CC1)NC(=O)N(CC(=O)NCCOc1ccccc1)C2=O (configuration not stated)	-3%	0%	-8%	6%	1%	-5	0.3	438%[activator]	7
O=C(CN1C(=O)c2cccc3cccc(c23)C1=O)N1CCCCC1	0%	-4%	4%	0%	6%	-3	0.3	-7%	-3
Cc1cccc(-n2cc(CN3CCN(Cc4nccn4C)CC3)c(-c3cccc(F)c3)n2)c1	-3%	0%	-1%	-11%	4%	1	0.1	-24%	7
O=C(O)c1ccc(NC(=O)C2CCCCC2)cc1	-3%	-4%	1%	0%	-12%	-13	1.0	0%	2
COCC(C)n1c(C)cc(C(=O)COC(=O)c2n[nH]c3ccccc23)c1C (configuration not stated)	3%	-9%	-10%	0%	-38%[11.4 µM]	-6	0.7	u	-21
COc1ccc(C(=O)CC2SC(N)=NC2=O)cc1 (configuration not stated)	-4%	-2%	3%	1%	-11%	-11	0.2	-3%	5
COc1cc2c(cc1OC)C(C)N(C(=O)c1cccc([N+](=O)[O-])c1)CC2 (configuration not stated)	0%	-3%	-10%	2%	-42%	-4	0.0	-6%	-11
Cc1ccc(NC(=O)CSCC(=O)N2CCN(c3cccc(C(F)(F)F)c3)CC2)cc1	3%	-2%	-3%	0%	-20%	-2	-0.3	-8%	-9
N#Cc1cnc(Oc2ccc(Cl)cc2)nc1N	-3%	9%	2%	3%	-17%	1	x	0%	x

2 neighbouring records already listed, for reference:
SMILES	Vif-APOBEC3F blk	Glioma ERSR ind	ERG Ets-DNA blk	Vif-A3G inh	RGS4 inh	LDHA block	D2 agonist	12-LOX inh	D2 antagonist
Cc1ccc(NC(=O)CSCC(=O)N2CCN(c3cccc(C(F)(F)F)c3)CC2)cc1	3%	-2%	-3%	0%	-20%	-2	-0.3	-8%	-9
N#Cc1cnc(Oc2ccc(Cl)cc2)nc1N	-3%	9%	2%	3%	-17%	1	x	0%	x

This is a subset. The share of hits here may be higher or lower than overall.
